Screening results: PubChem, several laboratories
Arr AP2 block – inhibitors of human beta-arrestin and AP2 interaction. FITC-arrestin peptide / GST-AP2 beads, flow cytometry; AP2 beta2 appendage carries R879A mutation. inhibition, % at 10 µM. 340,000 compounds, 0.31% hits. AID 504490;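 active = inhibition above a set limit, near 3 SD of compounds lacking own fluorescence, cut at about 54% in these data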;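 also: plate controls were DMSO wells for no effect and 5 µM unlabelled arrestin peptide for full effect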
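system = GST-tagged AP2 beta2-adaptin appendage (R879A) on 4 µm glutathione beads | reagent = FITC-labelled arrestin peptide probe, 50 nM final | schedule = compound with beads 12 min RT, then probe 1 h RT | signal = HyperCyt-sampled flow cytometry, FL1 channel, ex 488/em 535 nm | read-out = percent response from loss of bead-bound FITC fluorescence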
SR-BI uptake up – activators of SR-BI mediated HDL lipid uptake | CHO ldlA[mSR-BI] cells, DiI-HDL uptake fluorescence, 3 h; 100 = double the neutral-control signal | activation, % at 12.5 µM | 320,000 compounds, 0.096% hits;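 active = mean replicate activation of at least 60% and every replicate at or above 60%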;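 also: 0% = median plate neutral-control signal and 100% = twice that signal; values of inactives mirror those of a sister screen read the other way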
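material = CHO ldlA[mSR-BI] cells | medium = Ham's F12 with 0.5% BSA, HEPES 25 mM, pH 7.4 | reagent = fluorescent DiI-HDL, 10 µg/mL final | compound dosing = single-point compound dose | incubation = 3 h, 37 °C | measured by = bottom-read fluorescence, 550/595 nm | measure = HDL uptake via cellular fluorescence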
MITF TRPM1 HTS – increases MITF-driven TRPM1 promoter luciferase signal. activation, % at 12.5 µM. AID 588334. 300,000 compounds, 0.75% hits. SK-MEL-5 TRPM1-promoter luciferase, 24 h; % of positive control, neutral wells = 0;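 active = mean activation of at least 80% with every replicate also reaching 80%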;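 also: 0% = neutral control wells and 100% = parthenolide positive control wells; values of inactives mirror those of a sister screen read the other way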
Mot1-301 SUMO – inhibitors of SUMOylation pathway: yeast Mot1-301 growth rescue; S. cerevisiae Mot1-301 growth rescue, ATP luminescence, 38.5C; percent above DMSO median, 100 means doubled; 320,000 compounds, 1% hits; growth rescue, % at 18.8 µM; AID 2716;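 active = every valid replicate shows activation above 250% relative to neutral control wells; inactive = the rest, any valid replicate at or below 250%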;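 also: OY570 slx delta 5 strain wells were the positive control but not used for scaling; some compounds called inactive have numbers as strong as hits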
PKA-R2B activ – activates the human PKA-R2B holoenzyme complex; activation, % at 11.4 µM; 340,000 compounds, 0.079% hits; AID 504700; PKA-R2B holoenzyme dissociation, Cy5-IP20 fluorescence polarization; R2B truncated from residue 108, S112A mutant; 0% DMSO only, 100% 113 µM cGMP; P22694+P31323;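 active = activation above a cutoff set at the mean over all compounds plus 3 SD, cut at about 18% in these data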;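 also: higher means more holoenzyme dissociation and a rise in polarization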
DSG3 Ab inh – human desmoglein-3 autoantibody binding inhibition. P32926. DSG3-coupled beads, scFv-anti-DSG3-GFP binding, flow cytometry; active compounds read low. binding (percent of control), % at 10 µM. 310,000 compounds, 0.48% hits;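 active = binding more than 3 SD below its plate's average and above zero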;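 also: hits lower antibody fragment binding to DSG3; some compounds called inactive have numbers as strong as hits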
SR-BI DiI inh – blocks mouse SR-BI lipid uptake from DiI-HDL | 320,000 compounds, 0.96% hits | ldlA[mSR-BI] CHO cells, DiI-HDL uptake fluorescence, 3 h | inhibition, % at 12.5 µM | AID 488896 | Q61009;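 active = mean replicate inhibition of at least 70% and a set share of replicates each scoring 70 or more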;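 also: 0% = median of neutral control wells and 100% = median of positive control wells; values of inactives mirror those of a sister screen read the other way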
dFosB act – enhances mouse delta FosB homodimer DNA binding. P13346. purified delta FosB, TAMRA-CDK5 oligo fluorescence polarization; percent of positive-control signal above neutral wells. activation, % at 25 µM. 340,000 compounds, 0.99% hits;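 active = mean activation above about 17%, with every replicate also reaching it, limit read from the data, passing the limit was not always enough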;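 also: fluorescence polarization rise as delta FosB binds a TAMRA Cdk5 AP-1 oligo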
CDK5 inh – CDK5/p35 (human) kinase inhibition; Q00535+Q15078; 330,000 compounds, 0.01% hits; AID 488839; inhibition, % at 10 µM; Recombinant CDK5/p35, ADP-Glo luminescence, 60 min;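 active = highest replicate inhibition of at least 50% and at least 75% of replicates reaching 50%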;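 also: plate controls were DMSO neutral control for no effect and GW8510 at 10 µM for full effect; many of its hits are not listed in these tables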
PKA-R1A activ – activates the PKA-R1A holoenzyme complex | P00514+P68181 | PKA-R1A dissociation, Cy5-IP20 fluorescence polarization; scaled: DMSO 0%, 113 µM cGMP 100% | activation, % at 11.4 µM | 340,000 compounds, 0.083% hits | AID 504707;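 active = percent activation above the mean of all tested compounds plus 3 SD, cut at about 19% in these data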;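 also: higher means more PKAc released from R1A so a rise in polarization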
NSD2 inh – inhibitors of human histone methyltransferase NSD2; NSD2 peptide methylation, AlphaScreen, 120 min; O96028; inhibition, % at 12.5 µM; 310,000 compounds, 0.54% hits; in the data active = inhibition above about 50%
Target sequence (O96028 whole entry, looked up): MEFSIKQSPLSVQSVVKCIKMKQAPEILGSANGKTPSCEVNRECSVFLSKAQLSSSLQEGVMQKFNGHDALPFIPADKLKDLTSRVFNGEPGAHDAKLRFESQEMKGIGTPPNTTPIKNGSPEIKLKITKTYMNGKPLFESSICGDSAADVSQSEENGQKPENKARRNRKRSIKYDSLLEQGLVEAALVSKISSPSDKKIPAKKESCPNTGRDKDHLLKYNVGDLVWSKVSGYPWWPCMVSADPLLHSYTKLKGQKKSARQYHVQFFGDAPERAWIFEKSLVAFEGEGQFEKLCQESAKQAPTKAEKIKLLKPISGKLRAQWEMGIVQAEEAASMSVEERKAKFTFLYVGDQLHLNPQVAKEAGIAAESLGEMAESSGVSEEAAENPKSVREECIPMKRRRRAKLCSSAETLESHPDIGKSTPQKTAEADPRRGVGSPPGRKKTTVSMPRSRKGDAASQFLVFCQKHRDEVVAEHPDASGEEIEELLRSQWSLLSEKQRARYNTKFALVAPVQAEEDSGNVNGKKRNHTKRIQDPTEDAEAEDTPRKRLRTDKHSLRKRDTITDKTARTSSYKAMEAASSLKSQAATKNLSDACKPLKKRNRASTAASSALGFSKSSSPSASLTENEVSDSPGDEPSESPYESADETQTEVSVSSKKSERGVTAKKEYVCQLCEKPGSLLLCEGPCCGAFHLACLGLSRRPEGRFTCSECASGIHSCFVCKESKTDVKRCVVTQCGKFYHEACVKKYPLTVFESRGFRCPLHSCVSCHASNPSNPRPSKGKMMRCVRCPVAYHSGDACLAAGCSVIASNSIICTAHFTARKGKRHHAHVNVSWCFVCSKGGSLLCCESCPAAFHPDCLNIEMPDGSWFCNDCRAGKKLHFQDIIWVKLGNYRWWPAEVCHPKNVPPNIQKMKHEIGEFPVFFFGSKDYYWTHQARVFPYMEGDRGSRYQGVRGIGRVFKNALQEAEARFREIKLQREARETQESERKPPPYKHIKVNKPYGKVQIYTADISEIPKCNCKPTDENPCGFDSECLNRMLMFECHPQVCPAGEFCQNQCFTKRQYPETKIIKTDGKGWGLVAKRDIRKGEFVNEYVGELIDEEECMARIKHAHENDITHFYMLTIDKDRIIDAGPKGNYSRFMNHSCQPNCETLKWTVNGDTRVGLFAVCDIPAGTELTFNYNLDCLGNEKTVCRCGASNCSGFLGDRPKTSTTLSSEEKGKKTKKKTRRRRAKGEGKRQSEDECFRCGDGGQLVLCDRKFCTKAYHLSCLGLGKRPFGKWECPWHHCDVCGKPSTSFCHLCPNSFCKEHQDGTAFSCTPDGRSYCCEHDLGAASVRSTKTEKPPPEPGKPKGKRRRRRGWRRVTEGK
An asterisk follows results filed as active; · = no result given. No enrichment for hits (roughly 4.7% active in at least one column).

MITF TRPM1 HTS | DSG3 Ab inh | Mot1-301 SUMO | dFosB act | Arr AP2 block | PKA-R1A activ | NSD2 inh | SR-BI uptake up | SR-BI DiI inh | PKA-R2B activ | CDK5 inh | Molecule
25 | 95 | 32 | -7 | -9 | -5 | 2 | 25 | -25 | -7 | · | COc1ccc(-n2ccnc(SCC(=O)NC3CCCCC3)c2=O)cc1
3 | 104 | 106 | -10 | -4 | -3 | -1 | 8 | -8 | 5 | -4.5 | NC(=O)NC(=O)COC(=O)c1cccc(NS(=O)(=O)/C=C/c2ccccc2)c1
-2 | 100 | -11 | 1 | -4 | 10 | 1 | 15 | -15 | 3 | -1.3 | CNC(=O)CSc1nnc(COc2ccc(Cl)cc2)n1CCOC
· | 106 | -8 | 1 | 8 | -8 | 1 | 0 | 0 | 2 | -0.7 | CCC(C)NC(=O)c1ccc(NC(=O)C2CCCO2)cc1 (centres undefined)
6 | 103 | 12 | 1 | -8 | -8 | -1 | 20 | -20 | -12 | 1.3 | Cc1nc(C)c(Oc2ccc(Cl)cc2Cl)c(=O)[nH]1
15 | 216 | 8 | -4 | -5 | 3 | -4 | -56 | 56 | -2 | -4.8 | CCn1c(O)c(/C=N/N=C/c2ccc(OC)cc2)c2cc(C3=NNC(=O)CC3)ccc21
14 | · | -8 | 6 | 38 | 3 | -2 | · | · | 3 | 0.9 | CN1CCN(S(=O)(=O)c2cccc3nsnc23)CC1
5 | 118 | -3 | -15 | -8 | 2 | -2 | 18 | -18 | -5 | 0.7 | CC1(C)CC(=O)C2=C(C1)N(CC1CCCO1)C(=O)NC2(C(F)(F)F)C(F)(F)F (centres undefined)
3 | 99 | 4 | 4 | 4 | -2 | · | -1 | 1 | -16 | -0.8 | CC(O)[C@H]1CNCCN1CCc1cccc(F)c1 (some centres undefined)
-2 | 102 | 3 | -6 | 15 | -7 | 3 | 9 | -9 | 1 | 0.0 | Cc1ccccc1C(=O)N1CCN(S(=O)(=O)c2ccccc2)CC1
· | 114 | -6 | 0 | 44 | -12 | -1 | -17 | 17 | -8 | 0.2 | CCOc1ccccc1NC(=O)Cc1cccs1
0 | 123 | -11 | 8 | 34 | -3 | 0 | 12 | -12 | -4 | 1.1 | CC(C)[C@H](NC(=O)c1ccccc1)C(=O)OCC(=O)Nc1sccc1C(N)=O
-4 | 101 | -4 | -11 | -5 | 4 | -8 | -87 | 87* | -1 | 0.5 | CCCc1cc(=O)oc2cc(OCC(=O)N3CCN(C(=O)C4COc5ccccc5O4)CC3)ccc12 (centres undefined)
-17 | 97 | 43 | -6 | 3 | -8 | 0 | -11 | 11 | -7 | -0.1 | Cc1sc2nc(C3CC3)nc(N3CCN(C(=O)c4ccccc4F)CC3)c2c1C
3 | 97 | -4 | -6 | -10 | -10 | -1 | -3 | 3 | -2 | 0.4 | Cc1ccsc1CN(C(=O)c1ccc([N+](=O)[O-])cc1)C1CCS(=O)(=O)C1 (centres undefined)
-12 | 99 | 18 | 4 | 1 | 7 | -6 | 1 | -1 | 4 | 1.4 | O=C(NCCc1ccccc1F)C1CCCN1S(=O)(=O)c1ccccc1 (centres undefined)
5 | · | 86 | -4 | 4 | 0 | -2 | · | · | -1 | -2.6 | Cc1ccccc1NC(=O)CSc1nnc(CNC(=O)c2ccc3c(c2)OCO3)n1C
-8 | 97 | -19 | -8 | -15 | 8 | 1 | 6 | -6 | 14 | -0.7 | S=C(NCCCN1CCOCC1)N1CCOCC1
3 | 113 | 115 | 4 | -27 | -6 | -5 | -9 | 9 | -7 | -1.7 | COc1ccc(S(=O)(=O)N2CCCCCC2)cc1C(=O)NCCOc1ccc(C)cc1
-1 | 103 | 0 | 1 | -15 | -13 | -5 | 32 | -32 | 8 | 1.2 | CC(C)CC(=O)Nc1nnc(SCC(=O)Nc2nccs2)s1
1 | · | 11 | -5 | 5 | -10 | -7 | 10 | -10 | 0 | 0.5 | CCCNC(=O)c1cccc(COCC(F)(F)C(F)F)c1
-5 | 100 | -7 | 0 | 0 | 0 | -5 | 10 | -10 | -2 | 0.5 | CN1C(=O)NC(c2cccc(F)c2)C2=C1CC(C)(C)CC2=O (centres undefined)
-9 | 102 | -5 | -7 | 2 | -14 | -2 | 9 | -9 | 3 | -2.3 | CC1Oc2ccccc2N(CC(=O)N2CCCc3ccccc32)C1=O (centres undefined)
-15 | 96 | 8 | -8 | 5 | -2 | -3 | -48 | 48 | 4 | -2.4 | CCN(c1ccccc1)S(=O)(=O)c1ccc(C(=O)NNC(=O)c2ccccc2F)cc1
69 | 105 | 507* | -6 | 6 | 2 | · | 4 | -4 | 3 | -0.1 | COc1ccc(NC2CC(=O)N(C(C)C)C2=O)cc1 (centres undefined)
-44 | 97 | · | -4 | 16 | 5 | 0 | -4 | 4 | -2 | -0.1 | CC(=NNC(=S)N1CCCCC1)c1cccc(C)n1
-1 | 104 | 98 | -3 | 0 | -3 | 2 | -2 | 2 | 3 | 0.2 | COc1ccc2c(CC(=O)Nc3ccc(N4CCOCC4)cc3)coc2c1
18 | 103 | 10 | 4 | 2 | -8 | 8 | 16 | -16 | 1 | -2.9 | CS(=O)(=O)NCCCNc1ccc(Cl)cc1[N+](=O)[O-]
-9 | · | -6 | -4 | -12 | 10 | · | 48 | -48 | 5 | 1.9 | CCc1nnc(NC(=O)CSc2nnc(-c3ccc(OC)cc3)n2C)s1
· | 99 | 23 | 2 | 18 | · | 1 | -12 | 12 | · | 1.1 | CN(C)n1cccc1/C=C(\C#N)S(=O)(=O)c1ccc(Cl)cc1

Some of the entries above, set out differently.
smiles: CCN(c1ccccc1)S(=O)(=O)c1ccc(C(=O)NNC(=O)c2ccccc2F)cc1
- MITF TRPM1 HTS: -15
- DSG3 Ab inh: 96
- Mot1-301 SUMO: 8
- dFosB act: -8
- Arr AP2 block: 5
- PKA-R1A activ: -2
- NSD2 inh: -3
- SR-BI uptake up: -48
- SR-BI DiI inh: 48
- PKA-R2B activ: 4
- CDK5 inh: -2.4

smiles: CC(=NNC(=S)N1CCCCC1)c1cccc(C)n1
- MITF TRPM1 HTS: -44
- DSG3 Ab inh: 97
- Mot1-301 SUMO: ·
- dFosB act: -4
- Arr AP2 block: 16
- PKA-R1A activ: 5
- NSD2 inh: 0
- SR-BI uptake up: -4
- SR-BI DiI inh: 4
- PKA-R2B activ: -2
- CDK5 inh: -0.1

(cont.)
MITF TRPM1 HTS | DSG3 Ab inh | Mot1-301 SUMO | dFosB act | Arr AP2 block | PKA-R1A activ | NSD2 inh | SR-BI uptake up | SR-BI DiI inh | PKA-R2B activ | CDK5 inh | Molecule
-8 | 109 | -1 | 3 | -1 | -6 | 1 | -4 | 4 | -13 | 0.6 | Cc1ccc(/C=C/S(=O)(=O)NCC(=O)OCC(=O)Nc2c(F)cccc2F)cc1
-16 | 105 | 549* | -2 | 0 | 6 | -3 | 2 | -2 | -2 | 2.2 | O=C(Oc1ccccc1N1C(=O)C2CC=CCC2C1=O)c1ccc(Br)cc1 (centres undefined)
-6 | 100 | 0 | -2 | 22 | -2 | · | 14 | -14 | 0 | -0.4 | O=C(NCc1nc2ccccc2[nH]1)C1=C[C@H](C2CC2)C[C@H](OCCCCO)O1
5 | 95 | -3 | 8 | -13 | -7 | 0 | -7 | 7 | -20 | -1.0 | NS(=O)(=O)c1ccc(CCNC(=O)CCS(=O)(=O)c2ccc(Br)cc2)cc1
27 | 96 | -14 | -7 | -27 | -7 | 2 | -10 | 10 | -15 | 1.4 | COc1ccc2[nH]c3c(=O)n(Cc4ccc(C(=O)N5CCCC5)cc4)c(=S)[nH]c3c2c1
21 | 102 | 6 | 8 | -10 | -5 | 0 | -1 | 1 | -10 | 0.2 | O=c1[nH]c(N/N=C/c2ccccc2Br)nnc1-c1ccccc1
3 | 108 | -15 | -2 | 40 | 3 | -2 | 19 | -19 | 5 | -0.1 | CS(=O)Cc1cc(Oc2ccccc2)nc(-c2ccncc2)n1 (centres undefined)
-1 | · | -5 | -2 | -8 | -5 | 1 | -1 | 1 | 4 | 1.4 | CCN(C(=O)COC(=O)c1cnc(C)cn1)c1c(N)n(Cc2ccccc2)c(=O)[nH]c1=O
-2 | 96 | 0 | 1 | 8 | -13 | · | -55 | 55 | -8 | 0.3 | Cc1nc(C(=O)NC2CCOCC2)sc1C1(C)CC(c2cccc([N+](=O)[O-])c2)=NO1 (centres undefined)
-9 | 107 | 6 | -2 | -8 | -5 | · | 1 | -1 | 4 | -0.6 | CCOC(=O)c1ccc(NC(=O)c2nc[nH]c2C(=O)N2CCN(c3ccccc3)CC2)cc1
4 | 123 | · | -8 | 30 | -10 | 1 | 17 | -17 | -1 | 1.7 | COc1ccc(N(CC(=O)Nc2ccc3c(c2)OCCO3)S(=O)(=O)c2cccc(C)c2)cc1
-8 | 131 | -2 | 3 | 1 | -3 | -1 | -39 | 39 | 0 | 0.5 | CCCCCCCCNC(=O)c1cccnc1SCC(=O)Nc1ccc(OC)cc1OC
-8 | 105 | · | 0 | 0 | -4 | 0 | 15 | -15 | -13 | 0.4 | O=S(=O)(Cc1ccccc1)CS(=O)(=O)Cc1ccccc1
1 | 119 | 17 | -6 | 15 | -8 | · | 14 | -14 | 4 | -1.9 | Cc1ccc(C(=O)CN(C(=O)c2ccc(Cl)c(Cl)c2)N2C(=O)C3C4C=CC(C4)C3C2=O)cc1 (centres undefined)
11 | 110 | -22 | 3 | 49 | 2 | -2 | 1 | -1 | 7 | 1.0 | CCCCCc1n[nH]c2c1CCCC2
-10 | 102 | · | -3 | 11 | -6 | · | 24 | -24 | -2 | -0.7 | COCCS(=O)(=O)N(Cc1ccc(Br)cc1)[C@@H](C)C(=O)OC
-2 | 94 | 71 | -12 | -7 | -2 | -1 | 22 | -22 | -9 | -0.5 | Cc1ccc(OCCC(=O)Nc2ccc(S(=O)(=O)Nc3cc(C)nc(C)n3)cc2)cc1
· | 106 | 263 | -8 | 31 | -2 | -1 | 28 | -28 | 11 | -0.1 | O=C(O)CCCC(=O)NNc1nc(-c2ccccc2)c2cc(Cl)ccc2n1
3 | 97 | -6 | -10 | -3 | 1 | -1 | 20 | -20 | 9 | -1.4 | CCOC(=O)COc1ccc(Br)cc1/C=C/c1[nH]c(=O)[nH]c(=O)c1[N+](=O)[O-]
